# Bioassay records (PubChem)
# BRCA1 expr act: increases BRCA1 expression; MCF7-BRCA1-FFLuc reporter, luminescence, 48 h; response scale: scaled: vehicle 0%, 10 µM genistein 100%; Potency, µM (titrated, usually from 46.1 µM), for inactives: at the top dose activation, most hits filed as activators; 1.1% of 380,000 active; AID 624202; also: potency is read from the fitted curve at half-maximal effect; nearly all actives have a fitted effect of over 80% in size; some results filed as inactive show a strong effect at the top dose
#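 Luminescence from a BRCA1-driven firefly luciferase in MCF7 cells was the read-out, taken 15 min after substrate addition following 48 h compound exposure at 37 °C. Data were normalized to a 10 microM genistein control and DMSO vehicle.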
# a7 integrin act: activates integrin-mediated alleviation for muscular dystrophy | Potency, µM (highest dose often 38.3 µM), for the others: at the top dose activation, hits mostly activators | alpha7betagal myoblasts, beta-gal FDG fluorescence, 48 h | 0.064% of 350,000 active;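 also: potency is read from the fitted curve at half-maximal effect; 100% = response of the positive control SU9516; nearly all actives have a fitted effect of over 60% in size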
#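 alpha7betagal+/- myoblasts (passage 13, 250/well) treated 48 h at 37C with compounds at 1:260 dilution of DMSO stock. Lysed, then beta-galactosidase activity read as FDG fluorescence (ex 480/em 540) after 30 min, with pre-read for autofluorescence.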
# TCR act: T cell receptor activation | Potency, µM (doses to about 9.22 µM), for inactives: at the highest dose activation of IL-2 secretion, hits mostly activators | AID 504894 | 330,000 tested, under 10 active | primary human leukocytes, anti-CD3, IL-2 HTRF, 48 h; also: % of control where 0% means no effect
#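 Human primary leukocytes + a-CD3 beads + cpd, 48 hr; IL-2 in supernatant by HTRF (ex 320nm / em 665nm). No co-stimulatory signal supplied.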
# p53 reactivator: restores transcriptional activity of mutant p53 | Potency, µM (titrated, usually from 92.2 µM), inactives show at the highest dose activity change, positive = activation, most hits filed as activators | H1299 p53-A138V BP100-luciferase reporter, luminescence, 24 h | 0.063% of 320,000 active; also: potency is read from the fitted curve at half-maximal effect; % of control where 0% means no effect; nearly all actives have a fitted effect of over 45% in size
#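 H1299 (p53-null), stable ts p53-A138V + BP100-Luc; 1000 cells/well, Opti-MEM/10% FBS; cpd 4 pt, 1:5; 24 h, 37 deg C, 5% CO2; detection reagent 10 min RT; luminescence.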
# MLL CXXC-DNA inh: MLL CXXC-DNA interaction inhibition. MLL-CXXC / FITC-HOXA9 DNA fluorescence polarization. Potency, µM (highest dose often 115 µM), for the others: at the top dose activity change, negative = inhibition, actives largely listed as inhibitors. 0.037% of 290,000 active. AID 2662; active = well fitted inhibition curve with a large enough effect in the polarisation, with a control signal flat, not every such curve was filed as active; inconclusive = small, poorly fitted or top-dose-only effect, or effect the other way, or a change in a side signal; inactive = no such curve, though single readings can be large or run the other way; the % refers to the polarisation; also: potency is read from the fitted curve at half-maximal effect
#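 Steps: dispense CXXC domain solution (7 uM) → pin compounds or unlabeled HOX-A9 DNA control → 5 min ambient → add FLSN-HOX-A9 solution (50 nM) → spin → 30 min ambient → fluorescence polarization. Tris pH 7.5/NaCl/DTT/BSA buffer.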
# ELG1 DNA repair: inhibitors of ELG1-dependent DNA repair in HEK293T cells; 2.3% of 330,000 active; Potency, µM (top dose mostly 46.1 µM), for inactives: at the top dose activity change, negative = inhibition, most hits filed as inhibitors; HEK293T ELG1-luciferase reporter, luminescence, 16 h; DNA damage induced by 5-fluorouridine; also: potency is read from the fitted curve at half-maximal effect; % is scaled to controls: 0 for no effect and ±100 for the full control effect; nearly all actives have a fitted effect of over 55% in size
#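 In this reporter screen, reduction of luminescence relative to DMSO vehicle indicated activity. Compounds and 5-fluorouridine were added together to 2,000 cells per well, incubated for 16 hr at 37 °C, then developed with ONE-Glo.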
# PTAP TSG101 blk: blocks PTAP/TSG101 interaction to inhibit HIV-1 budding. Fluorescence polarization, FITC-PTAP peptide / Tsg101 binding. 340,000 tested, under 10 active. AID 493005. Q99816. Potency, µM (series often up to 115 µM), without a hit: at the top dose activity change, negative = inhibition, hits mostly inhibitors; active = well fitted inhibition curve with a large enough effect in the main read-out, with a control signal flat, not every such curve was filed as active; inconclusive = small, poorly fitted or top-dose-only effect, or effect the other way, or a change in a side signal; inactive = no such curve, though single readings can be large or run the other way; also: potency is read from the fitted curve at half-maximal effect; % of control where 0% means no effect
#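 Fluorescence polarization binding of Tsg101 binding domain (10 uM final) to FITC-labeled PTAP peptide (50 nM final) in HEPES pH 7.5 buffer with NaCl, Tween 20, EDTA, TCEP. Compounds added before peptide; binding 20 min at RT.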
# B2AR arrestin: beta2AR (human) beta-arrestin recruitment activity; P07550; beta-arrestin recruitment to beta2AR, cell-based reporter; Potency, µM (titrated, usually from 46.1 µM), without a hit: top-dose activation, usual class: activators; 0.02% of 330,000 active;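 also: potency is read from the fitted curve at half-maximal effect; 0% = DMSO controls and full agonism = EC100 isoproterenol or metaproterenol; nearly all actives have a fitted effect of over 65% in size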
# A-T KAP1 phos: potential ataxia-telangiectasia treatments restoring KAP-1 phosphorylation | […] A-T fibroblasts, KAP-1 phosphorylation AlphaLISA; neocarzinostatin DNA damage 30 min before lysis | Potency, µM (highest dose often 57.5 µM), for inactives: top-dose activation, usual class: activators | 0.19% of 320,000 active; also: potency is read from the fitted curve at half-maximal effect; % of control where 0% means no effect; nearly all actives have a fitted effect of over 45% in size
#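 ATM-like activity read as KAP-1 phosphorylation via AlphaLISA donor/acceptor antibody pairs after lysis and 6 hr at 25C. Cells were ATM-null patient fibroblasts ([…], hTERT), dosed 60 min, then exposed to the DSB inducer NCS for 30 min.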
# TRPV1 ag: human TRPV1 agonism; Q8NER1; AID 540275; activation, % at 8.33 µM; 0.19% of 320,000 active; TRPV1-expressing cells, Fluo-8 calcium influx, agonist mode; in the data active = activation above about 80%; inconclusive = between about 30% and that limit; also: 0% is about no effect
#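 Cells expressing TRPV1 were dye-loaded with Fluo-8 and read kinetically: 10 s baseline, 3 min after compound (agonist portion), then 2 min after EC20 capsaicin (allosteric enhancer portion). Calcium-bound dye fluorescence at 480/520 nm.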
# * marks the source's active call; other numbers are inactive results; ? = inconclusive; · = no result given; [ ] = remark or other dose. Unless noted, calls follow the shape of the dose curve; as a rule, active = well fitted curve in the direction sought with a large enough effect; inconclusive = small, poorly fitted or top-dose-only effect, or another doubt; inactive = no such curve, though single readings can be large; an effect the other way counts as inactive or inconclusive.
SMILES,BRCA1 expr act,a7 integrin act,TCR act,p53 reactivator,MLL CXXC-DNA inh,ELG1 DNA repair,PTAP TSG101 blk,B2AR arrestin,A-T KAP1 phos,TRPV1 ag
CCn1c(-c2cc(-c3ccccc3)sc2N)n[nH]c1=S,-37%,26%,3%,-4%,16%,?,0%,-0.1%,0%,5
Cc1ccc(NS(=O)(=O)c2ccc(NC(=O)c3cccs3)cc2)cc1,-22%,0%,-1%,1%,11%,?,-7%,-0.1%,1%,·
C#CCOCCOCCOCCNc1nc(N2CCN(C(=O)C([C@@H](C)CC)n3cc(C(N)CO)nn3)CC2)nc(N2CCN(C(=O)C([C@@H](C)CC)n3cc(C(N)COC(=O)C(F)(F)F)nn3)CC2)n1 (stereo not given in full),9%,33%,-1%,·,·,·,-2%,·,·,·
C/C(=N\O)C(C)(C)Nc1ccc(F)cc1,28%,-23%,0%,0%,-5%,0%,-1%,-0.2%,-4%,3
Cn1/c(=N/N=C/c2ccccn2)sc2ccccc21,?,24%,-1%,0%,6%,?,0%,0.1%,7%,?
CCc1nnc(NC(=O)CN2C(=O)N(C)C3(CCCCC3)C2=O)s1,-6%,-13%,2%,-3%,·,7%,1%,0.3%,11%,2
Cc1ccnc(NS(=O)(=O)c2cnc(Cl)c(Br)c2)c1,-30%,-19%,-6%[46.1 µM],-9%,-4%,1%,0%,-0.2%,-4%,11
COc1cccc(CNC(=O)c2cc(COc3c(F)cccc3F)on2)c1,105%,3%,-7%,6%,13%,1%,-2%,-0.7%,0%,?
CCOC(=O)c1c(S(=O)(=O)Nc2cccc(Cl)c2)c(C)n(C)c1C,5%,-10%,1%,-11%,-3%,-16%,-4%,-0.3%,16%,4
COC(=O)[C@H](CC(C)C)NC(=O)c1cc2c(cn1)[nH]c1ccccc12,7%,-9%,-1%,-2%,4%,9%,-10%,-0.2%,1%,9
COc1cccc(CNC(=O)CCCc2cn(C)c3ccccc23)c1,2%,25%,-2%,0%,-3%,-18%,-5%,0.5%,-14%,?
CCOc1cc(-c2nc3ccccc3s2)ccc1O,73%,6%,-3%,-6%,27%,?,-3%,0.5%,14%,12
COc1ccc(NC(C)C(=O)N2CCN(Cc3ccccc3)CC2)cc1 (stereo not given),6%,12%,-3%,1%,0%,1%,-3%,-0.2%,-2%,7
O=C(COC(=O)COc1ccccc1)Nc1ccc2c(c1)OCCO2,-1%,38%,2%[46.1 µM],16%,·,20%,-8%,-0.3%,-9%,·
COc1ccc(S(=O)(=O)N2CCC(Cc3ccccc3)CC2)cc1C(N)=O,-11%,-33%,-4%,-9%,26%,-9%,-3%,-0.2%,0%,24
Cc1cc(NS(=O)(=O)c2ccc(NC(=O)Cc3ccc(Cl)c(Cl)c3)cc2)no1,-9%,11%,-8%,7%,·,?,-4%,-0.1%,-9%,4
COc1cccc(C(=O)COc2ccc3c(C)cc(=O)oc3c2)c1,-33%,-12%,-1%,2%,-5%,-11%,-5%,-0.4%,-4%,4
COc1ccccc1CNC(=O)C(CCSC)NC(=O)C1CCC(C)CC1 (stereo not given),-11%,4%,2%,0%,32%[activator],-7%,-5%,0.1%,·,6
CC1=NN(c2ccc(Cl)c(C(=O)O)c2)C(=O)/C1=C/c1ccc(-c2ccccc2[N+](=O)[O-])o1,-8%,37%,-3%,-2%,-11%,0%,-4%,-0.4%,-7%,1
Cc1cn(C2CC(OC(=O)C(C)C)C(CO)O2)c(=O)[nH]c1=O (stereo not given),-8%,1%,3%,-4%,·,?,-1%,0.3%,-10%,-2
FC(F)(F)c1ccc(CSc2nccn2-c2ccccc2)cc1,-6%,2%,-2%,5%,-5%,-5%,0%,-0.3%,7%,8
COc1cc(OC)c(NC(=O)CCc2nc(-c3cccs3)no2)cc1Cl,-20%,-23%,-3%,-1%,3%,-9%,-8%,0.3%,·,2
O=C(Cn1c(C(=O)c2ccccc2)nc2ccccc21)c1ccc(Cl)cc1,-74%,-28%,-2%,·,·,·,0%,·,·,·
CC1CCN(C(=O)c2ccc(S(=O)(=O)N3CCOCC3)cc2)CC1,-9%,24%,-4%,2%,-6%,-5%,-3%,0.5%,6%,1
CCOC(=O)c1ccc(NC(=O)C2CCN(C(=O)c3ccc(OC)c(OC)c3)CC2)cc1,-30%,-22%,0%[46.1 µM],7%,30%[activator],?,-2%,-0.8%,0%,4

# The closing 2 records of the part before are carried over, then new ones follow.
SMILES,BRCA1 expr act,a7 integrin act,TCR act,p53 reactivator,MLL CXXC-DNA inh,ELG1 DNA repair,PTAP TSG101 blk,B2AR arrestin,A-T KAP1 phos,TRPV1 ag
CC1CCN(C(=O)c2ccc(S(=O)(=O)N3CCOCC3)cc2)CC1,-9%,24%,-4%,2%,-6%,-5%,-3%,0.5%,6%,1
CCOC(=O)c1ccc(NC(=O)C2CCN(C(=O)c3ccc(OC)c(OC)c3)CC2)cc1,-30%,-22%,0%[46.1 µM],7%,30%[activator],?,-2%,-0.8%,0%,4
COC(=O)c1sccc1NC(=O)Nc1ccc(Cl)c(Cl)c1,-18%,6%,-3%,8%,15%,?,-3%,-0.1%,-1%,?
CCC(C)c1ccccc1NC(=O)Cc1coc2cc3c(cc12)CCC3 (stereo not given),-51%,-35%,-4%[46.1 µM],9%,3%,7%,-2%,0.4%,0%,9
Nc1ncc2c(n1)CC(c1ccco1)CC2=O (stereo not given),-11%,8%,-5%,-12%,-2%,-4%,-2%,-0.9%,1%,-2
COC(=O)C1CCN(C(=O)CSc2nc3ccc(OC)cc3[nH]2)CC1,-30%,14%,3%,2%,0%,0%,-3%,0.3%,-6%,5
COc1ccc(OC)c(NC(=O)c2ccno2)c1,12%,15%,3%,3%,-9%,0%,-5%,0.0%,1%,1
CC(=O)N1CCN(CC(C)(C)NS(=O)(=O)c2ccc(C)cc2)CC1,5%,-25%,-2%,9%,-8%,?,-5%,0.3%,-3%,2
O=C(CSc1ccc(Cl)cc1)NC1=NN(c2ccccc2)C(=O)C1,0%,17%,7%,-10%,17%,3%,1%,0.2%,-5%,4
CCCCn1cc(C(=O)c2cc(Br)ccc2O)cc(C#N)c1=O,-44%,20%,3%,1%,-7%,?,0%,-0.2%,-6%,-1
CC1CCN(C(=O)c2[nH]cnc2C(=O)NCc2ccccc2)CC1,-7%,15%,8%,-3%,·,25%,·,0.1%,-7%,4
CCCOc1cccc(C(=O)NCCNC(=O)c2ccc(C)nc2)c1,-8%,0%,0%,-4%,4%,0%,-1%,-0.7%,1%,0
Cc1cc(Oc2ccc(=O)n(C)n2)nc(Oc2ccc(=O)n(C)n2)n1,2%,-3%,0%,1%,6%,22%,0%,0.1%,1%,2
COc1cccc(/C=C/C(=O)OCC(=O)NCC2CCCCC2)c1OC,-20%,12%,-4%,1%,·,7%,-5%,-0.5%,-8%,19
COc1ccc(/C=C\C(=O)NCc2ccc3[nH]c(C)cc3c2)cc1OC,9%,-8%,4%,7%,7%,-4%,-6%,-0.8%,-20%,1
COCCN1C(=O)C(=O)/C(=C(/O)c2ccc(S(=O)(=O)N3CCCCC3)cc2)C1c1ccc(OC)cc1 (stereo not given),-3%,28%,-9%,18%,3%,22%,-11%,0.2%,1%,-2
N#C/C(=C\c1ccccc1)C(=O)N1CCN(c2ccccc2F)CC1,9%,2%,1%,26%,8%,22%,-1%,-0.3%,-2%,?
COc1ccccc1CNC(=O)C(Cc1ccccc1)NC(=O)c1ccccc1 (stereo not given),-22%,-19%,-5%,1%,·,?,-10%,-0.6%,-1%,·
COn1c2c(c3c4no[n+]([O-])c4ccc31)CCCC2,-2%,-13%,·,2%,11%,6%,-10%,1.3%,·,5
CSc1nnc(-c2cccs2)n1C,6%,13%,-2%,-1%,8%,6%,-3%,-0.1%,4%,1
CCOC(=O)Cn1c(CN2CCN(c3cccc(Cl)c3)CC2)nc2c1c(=O)[nH]c(=O)n2C,3%,-8%,-3%[46.1 µM],-10%,-1%,?,-3%,0.4%,2%,3
O=C(CSc1ccc(Cl)cc1)NC(=O)NCc1ccco1,-19%,0%,0%,-2%,-5%,-2%,-4%,0.1%,5%,3
Cc1cccc(OCCn2c(S(=O)(=O)O)nc3ccccc32)c1,0%,3%,·,27%,-6%,21%,-13%,0.0%,3%,-13
Cc1ccc(N(C)S(=O)(=O)c2cccc(C(=O)Oc3ccc4c(C)cc(=O)oc4c3)c2)cc1,6%,-12%,-4%[46.1 µM],-7%,1%,1%,0%,-1.8%,-8%,-1
Cc1cc(=O)oc2ccc(OCC(=O)N(Cc3ccc(F)cc3)Cc3ccco3)cc12,-61%,-21%,1%,-12%,-2%,?,-7%,-0.3%,-15%,3
O=C1CCCC2=C1C(c1cccc(O)c1)C1=C(N2)c2ccccc2C1=O (stereo not given),-5%,-23%,-1%,-3%,-11%,?,-5%,0.1%,3%,-4
C/C(N)=C(/C#N)C(=O)CSc1nc2ccccc2[nH]1,7.9µM*,19%,0%,?,4%,?,-4%,-0.1%,-4%,0
